High-throughput results from PubChem.
CHO-K1 Ca ag = nonselective activator or artifact in parental CHO-K1 cells. Fluo-8 calcium fluorescence; scaled to maximal ATP response, vehicle zero. activation, % at 3 µM. 360,000 compounds, 0.48% hits. AID 602248; in the data active means activation above about 15%;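 further: untransfected CHO-K1 host cells lacking M1 receptor as counterscreen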
CHO-K1 Ca PAM = M1 PAM counterscreen hit in parental CHO-K1 cells; ATP EC20, Fluo-8 calcium fluorescence; 0% at ATP EC20, 100% at ATP max; activation, % at 3 µM; 360,000 compounds, 0.02% hits; AID 602247;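 active means activation above the run cutoff, the mean activation of all test compounds plus 3 SD, cut at about 40% in these data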;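 further: peak over basal fluorescence ratio in a 140 s read after ATP addition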
OXTR agonist = agonists of human oxytocin receptor. CHO-OTR cells, Fluo-8 calcium fluorescence; normalized: DMSO 0%, oxytocin 100%. activation, % at 3 µM. 320,000 compounds, 0.32% hits. AID 2435;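 active means activation above the mean of all tested compounds plus 3 SD, cutoff set per screening run, cut at about 20% in these data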;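 further: peak over basal fluorescence ratio from a 100 s FLIPR kinetic read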
Target sequence (P30559 whole entry, looked up): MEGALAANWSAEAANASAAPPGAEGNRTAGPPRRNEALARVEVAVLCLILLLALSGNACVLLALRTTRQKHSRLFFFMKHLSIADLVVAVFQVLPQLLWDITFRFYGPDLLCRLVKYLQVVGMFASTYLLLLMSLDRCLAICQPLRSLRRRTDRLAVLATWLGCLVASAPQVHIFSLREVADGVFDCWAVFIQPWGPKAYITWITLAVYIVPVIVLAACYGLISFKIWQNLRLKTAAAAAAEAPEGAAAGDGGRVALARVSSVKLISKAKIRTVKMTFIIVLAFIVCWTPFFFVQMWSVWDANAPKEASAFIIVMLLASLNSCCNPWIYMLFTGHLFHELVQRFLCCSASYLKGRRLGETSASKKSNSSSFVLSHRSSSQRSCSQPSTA
V1R ag counter = activates human V1a receptor in oxytocin agonist counter-screen. activation, % at 3 µM. CHO-V1R cells, Fluo-8 calcium fluorescence, agonist mode; 0% DMSO, 100% 3 nM vasopressin. AID 2797. 320,000 compounds, 0.25% hits;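 active means activation above the mean activation of all tested compounds plus 3 SD, per screening run, cut at about 20% in these data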;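 further: signal is peak over basal fluorescence ratio across a 100 second FLIPR read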
TAAR1 antag = antagonists of human TAAR1; inhibition, % at 3 µM; Q96RJ0; AID 624466; CHO RD-HGA16 TAAR1, Fluo-8 calcium fluorescence, antagonist; 360,000 compounds, 1.5% hits;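 active means inhibition above a per-plate cutoff, the mean inhibition of test compounds on that plate plus 3 SD, cut at about 49% in these data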;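 further: 0% = DMSO plus EC80 beta-PEA response and 100% = DMSO alone without agonist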
Target sequence (Q96RJ0 whole entry, looked up): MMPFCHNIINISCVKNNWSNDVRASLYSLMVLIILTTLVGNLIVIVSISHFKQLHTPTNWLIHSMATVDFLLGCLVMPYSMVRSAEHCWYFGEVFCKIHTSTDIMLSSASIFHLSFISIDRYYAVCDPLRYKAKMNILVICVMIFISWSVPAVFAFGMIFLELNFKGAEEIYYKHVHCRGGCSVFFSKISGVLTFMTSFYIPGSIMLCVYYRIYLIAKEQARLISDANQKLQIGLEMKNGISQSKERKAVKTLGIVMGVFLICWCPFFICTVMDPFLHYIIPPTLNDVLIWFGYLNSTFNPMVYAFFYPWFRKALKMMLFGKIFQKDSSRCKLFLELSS
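Assay system: RD-HGA16 CHO cells with stable hTAAR1 and Gα16 / Reagent: EC80 β-phenethylamine stimulus / Doses: 3 µM, single point / Timing: dye loading 75 min at 37 °C, then 30 min room temperature / Measured by: Fluo-8 intracellular calcium dye fluorescence, real-time kinetic reads / Controls: vehicle wells and EC80 agonist wells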
OXTR potentiate = potentiators of human oxytocin receptor | P30559 | CHO-OTR cells, Fluo-8 calcium fluorescence, potentiator mode; 0% = oxytocin EC15, 100% = EC100 | activation, % at 3 µM | 320,000 compounds, 0.061% hits | AID 2445;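 active means activation above that plate's cutoff, the mean activation of tested compounds plus 3 SD, cut at about 6.6% in these data, passing the limit was not always enough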;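 further: 100% uses oxytocin at 75 nM as the full agonist control; some results filed as inactive read as strong as hits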
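System: human OTR in CHO cells / Also added: sub-maximal oxytocin, roughly EC15 / Control set: EC15 oxytocin low, 75 nM oxytocin high / Schedule: 6 min compound pre-incubation at room temperature, 100 s kinetic read / Compound: single-point 3.0 µM / Replication: singlicate / Technique: Fluo-8 calcium dye fluorescence / Read-out basis: % activation of max/min ratio relative to oxytocin controls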
CHO-K1 Ca antag = counter-screen for M1 antagonists: effect in parental CHO-K1 cells; ATP-induced calcium, Fluo-8 fluorescence; inhibition, % at 3 µM; 360,000 compounds, 0.6% hits;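 active means inhibition above a per-plate cutoff, the plate's mean sample inhibition plus 3 SD, cut at about 24% in these data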;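 further: 0% = DMSO plus EC80 ATP and 100% = DMSO alone without ATP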
CHO parental Ca = counter-screen: ATP calcium response change in parental CHO cells; parental CHO-K1, ATP-induced calcium, Fluo-8 fluorescence; inhibition, % at 5.6 µM; 330,000 compounds, 0.63% hits; AID 463079;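 active means inhibition above that plate's mean sample inhibition plus 3 SD, cut at about 26% in these data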;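 further: 0% = ATP-challenged DMSO wells and 100% = DMSO wells without ATP; some compounds past the cut are filed as inactive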
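Assay system – parental CHO cells · Reagent – ATP stimulus · Detection – intracellular calcium via Fluo-8 no-wash fluorescent dye · Evaluation – percent inhibition of ATP-evoked calcium rise, normalized to controls · Controls – ATP wells versus no-ATP DMSO wells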
GPR7 antag = human neuropeptides B/W receptor 1 antagonism | GPR7-expressing cells, fluorescence antagonist assay | inhibition, % at 4.4 µM | 290,000 compounds, 1.1% hits; in the data active means inhibition above about 16%, passing the limit was not always enough;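 further: cells stimulated with the agonist NPW; 0% = agonist with vehicle and 100% = vehicle without agonist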
Target sequence (P48145 whole entry, looked up): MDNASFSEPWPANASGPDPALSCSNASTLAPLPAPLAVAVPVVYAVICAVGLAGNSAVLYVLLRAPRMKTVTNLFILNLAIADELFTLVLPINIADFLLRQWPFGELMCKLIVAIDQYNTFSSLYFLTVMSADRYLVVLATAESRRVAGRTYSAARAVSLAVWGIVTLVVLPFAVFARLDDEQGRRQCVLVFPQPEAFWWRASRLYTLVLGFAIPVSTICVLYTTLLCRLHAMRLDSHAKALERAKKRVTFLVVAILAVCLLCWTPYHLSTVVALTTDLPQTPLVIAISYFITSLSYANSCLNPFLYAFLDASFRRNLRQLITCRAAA
Starred values were filed as active, the others as inactive; x = no result given. Rows are unselected; overall some 3.5% were active at least once.

SMILES | CHO-K1 Ca ag | CHO-K1 Ca PAM | OXTR agonist | V1R ag counter | TAAR1 antag | OXTR potentiate | CHO-K1 Ca antag | CHO parental Ca | GPR7 antag
CCN1/C(=C2\C(=O)N(C)C(=S)N2C)C=Cc2cc(OC)ccc21 | 14 | 23 | 0.0 | 0.5 | -9 | 2 | -2 | 13 | -2
Cc1ccc(S(=O)(=O)N2CCCSCC2)cc1 | 1.1 | 24 | -1.5 | 0.3 | 12 | -8 | -11 | -22 | -12
CCOc1cc(N2CCOCC2)c(OCC)cc1NC(=O)c1cc(-c2ccco2)nc2ccccc12 | 4.8 | 17 | -0.9 | -0.5 | 71* | -3 | 2 | 8 | -2
Cc1cccc(Nc2nnc(SC/C(O)=C(\C#N)c3nc4ccccc4[nH]3)s2)c1 | 1.4 | -4 | 0.2 | 0.5 | 14 | -2 | 10 | -12 | -7
O=C(NCCc1ccccc1Cl)C1CC(=O)N(C2CCCCC2)C1 (stereo not drawn) | 0.1 | 4 | 1.2 | 0.7 | 2 | -2 | -6 | -17 | 15
N#Cc1ccc(COn2nnc3ccccc32)cc1 | 0.8 | 20 | 0.1 | 4.0 | 0 | -4 | -8 | -5 | -10
COc1ccccc1CNC(=O)C(CC(C)C)NS(=O)(=O)c1ccc2c(c1)oc(=O)n2C (stereo not drawn) | 0.5 | 11 | -1.3 | -0.4 | -16 | -7 | -6 | -17 | -2
O=C(Nc1ccc(SC(F)F)cc1)c1cccc2nc3ccccc3nc12 | -0.2 | -7 | 0.8 | 0.9 | 11 | -14 | 13 | -5 | -1
Cc1ccc(S(=O)(=O)NC(=O)Nc2ccc(OC(F)F)cc2)cc1 | 0.4 | -2 | 0.4 | -0.2 | -14 | -1 | 1 | -3 | -5
COC(=O)c1nnn(CC(=O)Nc2cccc(Cl)c2C)c1C(=O)OC | 0.9 | 11 | 3.3 | 1.6 | 5 | -6 | -7 | -4 | -17
Cc1noc(C)c1COC(=O)CN(C)S(=O)(=O)c1ccc(Cl)cc1 | 0.5 | 3 | 1.4 | 1.7 | 1 | -5 | -4 | -5 | 2
O=C(COC(=O)c1cccnc1Cl)NCc1ccco1 | 0.3 | 15 | 0.1 | 0.5 | -11 | -17 | -21 | 11 | -8
CC1(C(=O)Nc2cccc(NS(C)(=O)=O)c2)CCN1CCc1ccccc1 (stereo not drawn) | 4.9 | 11 | x | x | -32 | x | -11 | x | x
O=C(Nc1ccc(Cl)c(Cl)c1)Nc1ccccc1C(=O)O | 0.1 | 8 | -1.1 | -0.1 | 23 | -15 | -1 | -13 | -13
CCOc1ccc(OCC)c(NC(=O)CSc2nc3ccccc3c(=O)n2C)c1 | 1.9 | 23 | 1.5 | 0.6 | 32 | -4 | -13 | -18 | -9
COc1ccc(OCc2nc(N)nc(Nc3ccccc3OC)n2)cc1 | -0.4 | 16 | -2.9 | -1.7 | -15 | -7 | -19 | 4 | 0
N#CCC(=O)N/N=C/c1ccc(OC2CSC2)cc1 | -0.1 | 6 | -1.1 | 0.9 | 10 | -10 | -14 | -12 | -3
O=C(O)Cn1c(=O)c(F)cn(C2CCCO2)c1=O (stereo not drawn) | 0.7 | 16 | 0.9 | -0.4 | 9 | -3 | -13 | -4 | -9
O=C1CCN(S(=O)(=O)c2ccccc2)N1 | -0.1 | 3 | 0.9 | -0.6 | -7 | 0 | -5 | 5 | -11
Cc1ccc2nc(-c3cccc(-c4cccc(Cl)c4)c3)c(NCc3ccccc3)n2c1 | 0.2 | -12 | -1.7 | 0.0 | 73* | -11 | 1 | 4 | x
Cc1nc(-c2ccccc2Cl)sc1C(=O)/C=C/N(C)C | 0.8 | 18 | -0.7 | 0.2 | -22 | -2 | -10 | -21 | 0
CCC(C)NC(=O)c1cn(C)c(=O)c2cc(OC)c(OC)cc12 (stereo not drawn) | 0.2 | 13 | -1.2 | 0.0 | -4 | -10 | -6 | 11 | -7
Nc1nnc(-c2ccc(Cl)cc2)s1 | -0.1 | 16 | -0.5 | 0.6 | -3 | 3 | -17 | -4 | -2
CCC/C=N/NC(=O)c1[nH]c2c([N+](=O)[O-])cccc2c1C | 0.2 | 14 | -0.3 | -0.1 | -1 | -5 | -4 | -3 | 4
COc1ccc(S(=O)(=O)NCCOc2ccccc2)cc1OC | 2.2 | -5 | 2.2 | 1.8 | 1 | -7 | -14 | -6 | -16
Nc1cc(=O)[nH]c(SCC(=O)Nc2cc(Cl)cc(Cl)c2)n1 | 0.9 | 13 | 0.1 | -0.7 | 3 | -3 | -1 | -7 | 13
Cc1ccccc1N1CC(C(=O)N2CCCCCC2)CC1=O (stereo not drawn) | 1.6 | -3 | 0.9 | 0.4 | -2 | 5 | -10 | -7 | x
O=C1ON=C(c2ccc(Cl)cc2)/C1=C/c1ccc(O)cc1 | x | x | 0.6 | 0.4 | 30 | -5 | x | -8 | -6
Brc1ccccc1OCCCCN1CCCCC1 | 1.2 | 20 | 1.4 | 0.0 | -13 | -2 | -8 | -2 | -9
COc1ccc(CN=C(Nc2ccccc2)SC2CC(=O)N(C)C2=O)cc1 (stereo not drawn) | 1.9 | 14 | -0.6 | -0.6 | -4 | -7 | 2 | -3 | -6

Overlap with the part before: 4 compounds; new compounds follow.
SMILES | CHO-K1 Ca ag | CHO-K1 Ca PAM | OXTR agonist | V1R ag counter | TAAR1 antag | OXTR potentiate | CHO-K1 Ca antag | CHO parental Ca | GPR7 antag
Cc1ccccc1N1CC(C(=O)N2CCCCCC2)CC1=O (stereo not drawn) | 1.6 | -3 | 0.9 | 0.4 | -2 | 5 | -10 | -7 | x
O=C1ON=C(c2ccc(Cl)cc2)/C1=C/c1ccc(O)cc1 | x | x | 0.6 | 0.4 | 30 | -5 | x | -8 | -6
Brc1ccccc1OCCCCN1CCCCC1 | 1.2 | 20 | 1.4 | 0.0 | -13 | -2 | -8 | -2 | -9
COc1ccc(CN=C(Nc2ccccc2)SC2CC(=O)N(C)C2=O)cc1 (stereo not drawn) | 1.9 | 14 | -0.6 | -0.6 | -4 | -7 | 2 | -3 | -6
CCNc1nc(NCC)nc(OCCOC(=O)COc2ccc(Cl)cc2Cl)n1 | 0.3 | -3 | -2.5 | 0.8 | -3 | -8 | -6 | -39 | -2
Cc1cc(C(=O)COC(=O)c2ccc(O)cc2O)c(C)n1-c1ccc(OC(F)F)cc1 | 2.6 | -24 | x | x | 46 | x | 29* | x | x
O=C1C2CC=CCC2C(=O)N1n1cnnc1 (stereo not drawn) | 1.0 | 21 | 0.6 | 0.8 | -10 | 0 | -18 | 12 | 6
COc1cc(NC(=O)C2CCC(CNc3c(N4CCCCC4)c(=O)c3=O)CC2)cc(OC)c1 (stereo not drawn) | 0.1 | 22 | 0.0 | 0.7 | -11 | -3 | 2 | -10 | 4
Cc1onc(-c2c(Cl)cccc2Cl)c1NC(=O)NC1CCSC1 (stereo not drawn) | 0.6 | 13 | -0.7 | -0.1 | 8 | -1 | -8 | -15 | -1
CCOC(=O)C1CCCN(S(=O)(=O)c2ccc(Br)s2)C1 (stereo not drawn) | 0.0 | -7 | -1.2 | -1.1 | -1 | -8 | -11 | -25 | -8
CC(C)C(=O)NCC(c1ccc2c(c1)OCO2)N1CCOCC1 (stereo not drawn) | 0.2 | 3 | 1.1 | 0.9 | -28 | 3 | -12 | 0 | -6
Cc1ccc(NC(=O)C(=O)NCC2CCCO2)cc1C (stereo not drawn) | 3.3 | 11 | 1.6 | 0.7 | -8 | -3 | -12 | -12 | 6
Cc1cc(-n2c(C)cc(C(=O)CN3C(=O)NC4(CCCCCC4)C3=O)c2C)no1 | 1.0 | 5 | -0.7 | 1.4 | 1 | -7 | -12 | -28 | -5
CCc1nc2ccccc2c(C(=O)OCC(=O)N(CC(C)C)c2c(N)n(Cc3ccccc3)c(=O)[nH]c2=O)c1C | 9.8 | 6 | x | x | 22 | x | 6 | x | x
CC1(C)Oc2ccc3ccc(=O)oc3c2[C@@H](O)[C@H]1O | -0.5 | -13 | 1.3 | 0.3 | 16 | 1 | 10 | -3 | x
Cc1ccc(S(=O)(=O)NC(=O)C2(C)CCN2C(=O)C2(c3ccc(Cl)cc3)CC2)nc1 (stereo not drawn) | -0.4 | -8 | x | x | -14 | x | 4 | x | x
CC(C)CCOc1ncnc2c1sc1nc3c(cc12)CSC(C)(C)C3 | -0.2 | 5 | x | x | 13 | x | 6 | x | -18
Cc1ccc(N2C(=O)C3CCCN3C2=S)cc1C (stereo not drawn) | -0.2 | 1 | -0.7 | -0.3 | -6 | -13 | -6 | -10 | 14
COc1ccccc1CNC(=O)C[C@@H]1C[C@H]2c3cc(N(C)C)ccc3O[C@H]2[C@H](CO)O1 | 0.0 | 7 | x | x | -16 | x | 2 | x | x
CSCC[C@H](NC(=O)OC(C)(C)C)C(=O)N1CCC(C(=O)N[C@@H](C)C(=O)NCc2ccc(F)cc2)CC1 | 0.1 | 12 | -0.3 | -0.8 | -6 | -4 | -1 | -3 | -14
Cc1ccc(C(=O)NCc2ccccn2)cc1NC1=NC2CS(=O)(=O)CC2S1 (stereo not drawn) | -0.4 | 31 | 0.6 | 1.3 | -2 | -6 | -11 | 0 | -10
CC(C)[C@H](NC(=O)OC(C)(C)C)c1nnc(SCC(=O)Nc2ccc(Br)cc2)o1 | 1.5 | -5 | 12 | 9.1 | 24 | -22 | 5 | 22 | 6
COc1cc(NC(=O)C2=CC(c3ccc(C)cc3)=NS(=O)(=O)N2C)cc(OC)c1OC | 1.2 | 25 | 0.6 | 0.2 | -8 | -14 | -8 | -8 | 7
CC1=C(C(=O)Nc2ccccc2)C(c2cccs2)C(C#N)=C(SCC#N)N1 (stereo not drawn) | 0.4 | 7 | -1.4 | 0.9 | 15 | -13 | -5 | -4 | -15
CNC(=S)/N=C(/Nc1ccccc1)c1ccccc1 | 0.5 | 12 | -2.6 | -1.0 | 2 | -7 | -20 | 0 | -7

Sorted by heavy-atom count (rising): 3 of the compounds above.
SMILES | CHO-K1 Ca ag | CHO-K1 Ca PAM | OXTR agonist | V1R ag counter | TAAR1 antag | OXTR potentiate | CHO-K1 Ca antag | CHO parental Ca | GPR7 antag
CC1(C)Oc2ccc3ccc(=O)oc3c2[C@@H](O)[C@H]1O | -0.5 | -13 | 1.3 | 0.3 | 16 | 1 | 10 | -3 | x
Cc1ccc(C(=O)NCc2ccccn2)cc1NC1=NC2CS(=O)(=O)CC2S1 (stereo not drawn) | -0.4 | 31 | 0.6 | 1.3 | -2 | -6 | -11 | 0 | -10
CSCC[C@H](NC(=O)OC(C)(C)C)C(=O)N1CCC(C(=O)N[C@@H](C)C(=O)NCc2ccc(F)cc2)CC1 | 0.1 | 12 | -0.3 | -0.8 | -6 | -4 | -1 | -3 | -14
